Assay outcomes from PubChem BioAssay.
OX1R antag – human HCRTR1 antagonism. O43613. CHO/OX1R cells, Fluo-8 calcium fluorescence, orexin A. inhibition, % at 5 µM. 330,000 tested, 0.43% active. AID 434989;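 active = inhibition above its plate's threshold, mean inhibition of all tested compounds on the plate plus 3 SD, cut at about 37% in these data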;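 also: 0% = orexin A challenge wells and 100% = SB-334867-A antagonist wells; not every result past the cut was called active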
Target sequence (O43613 whole entry, looked up): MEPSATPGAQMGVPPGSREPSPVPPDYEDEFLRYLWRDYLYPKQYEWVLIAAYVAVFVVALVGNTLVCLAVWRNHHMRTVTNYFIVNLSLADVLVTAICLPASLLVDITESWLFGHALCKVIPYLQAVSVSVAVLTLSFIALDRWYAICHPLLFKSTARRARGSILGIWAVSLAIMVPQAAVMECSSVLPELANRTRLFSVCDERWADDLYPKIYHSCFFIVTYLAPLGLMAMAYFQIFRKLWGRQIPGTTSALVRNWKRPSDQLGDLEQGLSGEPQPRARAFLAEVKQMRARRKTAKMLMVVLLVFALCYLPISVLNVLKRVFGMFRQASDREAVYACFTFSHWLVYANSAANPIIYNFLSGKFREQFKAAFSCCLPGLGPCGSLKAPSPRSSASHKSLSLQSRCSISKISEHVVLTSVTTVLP
CHT allo act – allosteric activators of human choline transporter CHT | Q9GZV3 | CHT-expressing cells, membrane potential dye, choline EC20; stronger effect = higher value; LV-AA mutant CHT in HEK293 cells | B-score at 10 µM | 310,000 tested, 0.49% active | AID 488977;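 active = initial fluorescence not abnormally high and integrated response B-score, plate-corrected, over 3 SD above library mean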
Target sequence (Q9GZV3 whole entry, looked up): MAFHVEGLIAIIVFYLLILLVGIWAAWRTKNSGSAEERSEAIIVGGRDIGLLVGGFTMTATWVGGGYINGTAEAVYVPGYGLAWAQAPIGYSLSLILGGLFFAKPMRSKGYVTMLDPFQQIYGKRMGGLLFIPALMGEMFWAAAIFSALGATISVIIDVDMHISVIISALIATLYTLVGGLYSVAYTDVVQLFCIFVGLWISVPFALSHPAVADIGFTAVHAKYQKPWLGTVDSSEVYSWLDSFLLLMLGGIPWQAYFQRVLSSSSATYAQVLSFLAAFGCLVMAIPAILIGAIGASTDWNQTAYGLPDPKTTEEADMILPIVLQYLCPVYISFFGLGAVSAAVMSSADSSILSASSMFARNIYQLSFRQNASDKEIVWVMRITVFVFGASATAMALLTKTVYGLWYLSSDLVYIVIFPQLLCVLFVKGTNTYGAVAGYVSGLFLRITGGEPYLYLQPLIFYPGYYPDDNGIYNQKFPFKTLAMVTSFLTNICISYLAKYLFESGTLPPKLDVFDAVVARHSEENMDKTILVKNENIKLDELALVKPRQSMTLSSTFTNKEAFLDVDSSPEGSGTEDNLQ
The depositor's hits bear a star; i = inactive; . = no result given. This is a random part of the collection; about 0.83% have a hit in one of these screens.

The first five entries (preview)
Results follow in this order: OX1R antag	CHT allo act
- O=C(O)C1CCC(=O)N(C2CC2)C1c1ccccc1 (configuration not stated)
→ -18	i
- CCCn1nnnc1NCc1c(Cl)cccc1Cl
→ -2	i
- Cc1ccc(S(=O)(=O)N2CCN(C(=O)COC(=O)CNC(=O)c3ccccc3)CC2)c(C)c1
→ -29	i
- COc1ccc(OC)c(NC(=O)C2CCC(CNc3c(N4CCOCC4)c(=O)c3=O)CC2)c1 (configuration not stated)
→ -7	i
- COc1cccc(-c2nn(C)c3sc(C(=O)N4CCOCC4)cc23)c1
→ 2	i

Main list, repeating the preview:
Results follow in this order: OX1R antag	CHT allo act
- O=C(O)C1CCC(=O)N(C2CC2)C1c1ccccc1 (configuration not stated)
→ -18	i
- CCCn1nnnc1NCc1c(Cl)cccc1Cl
→ -2	i
- Cc1ccc(S(=O)(=O)N2CCN(C(=O)COC(=O)CNC(=O)c3ccccc3)CC2)c(C)c1
→ -29	i
- COc1ccc(OC)c(NC(=O)C2CCC(CNc3c(N4CCOCC4)c(=O)c3=O)CC2)c1 (configuration not stated)
→ -7	i
- COc1cccc(-c2nn(C)c3sc(C(=O)N4CCOCC4)cc23)c1
→ 2	i
- CC(=O)c1cnc2c(-c3ccc(Cl)cc3)cnn2c1C
→ 4	i
- COc1ccc(N2CCN(C(=O)COC(=O)/C=C/c3ccc(C(F)(F)F)cc3)CC2)cc1
→ -10	i
- COc1cccc(C(=O)N(Cc2ccc(N(C)C)cc2)C2CCS(=O)(=O)C2)c1 (configuration not stated)
→ -12	i
- COc1ccc2[nH]c(C)c(C(=O)CN3CC(C)OC(C)C3)c2c1 (configuration not stated)
→ -9	i
- O=C(CCNC(=O)c1ccc([N+](=O)[O-])cc1)Nc1ccccc1N1CCCC1
→ -17	i
- COc1ccc(S(=O)(=O)Nc2ccc3c(c2)C(=O)N([C@H](C)CO)C[C@H](C)[C@@H](CN(C)C(=O)Nc2ccc(C(F)(F)F)cc2)O3)cc1
→ -28	.
- COC(=O)CSC1=C(C#N)C(c2cccc(OC)c2)CC(=O)N1 (configuration not stated)
→ -15	i
- Cc1ccc(S(=O)(=O)NCCN2CCOCC2)c(C)c1C
→ -12	i
- CCOc1cc(/C=N/NC(=O)c2cc3c(ccc4ccccc43)o2)ccc1O
→ .	i
- O=C(CCC(=O)OCc1ccc(C(=O)Oc2ccc(Cl)cc2)cc1)Nc1ccccc1
→ -3	i
- CS/C(=N\S(=O)(=O)c1cccs1)Nc1ccc(Br)cc1F
→ -18	i
- O=C(CCN1C(=O)C2C3C=CC(C3)C2C1=O)Nc1ccccc1 (configuration not stated)
→ -5	i
- CCOC(=O)CSc1n[nH]c(NS(=O)(=O)c2ccccc2C(F)(F)F)n1
→ -12	i
- CCCCCCn1nc(C(=O)OCC(=O)c2c(N)n(C)c(=O)n(C)c2=O)c2ccccc2c1=O
→ -22	i
- COc1cccc2cc(C(C)N(CCCN3CCOCC3)C(=O)Nc3ccccc3)oc12 (configuration not stated)
→ -57	i
- CCOc1ccccc1OCC(=O)NNC(=O)Cn1cnc2c1c(=O)n(C)c(=O)n2C
→ -13	i
- Cc1ccc(NS(=O)(=O)c2cccc(C(=O)O)c2)cc1S(=O)(=O)N1CCCCC1
→ -7	i
- COC(=O)C(C)Oc1cc(OC(C)C(=O)OC)c2c(C)c(Cl)c(=O)oc2c1 (configuration not stated)
→ -40	i
- CCOC(=O)c1oc2cc(C)cc(O)c2c(=O)c1-c1csc(C)n1
→ -19	i
- COc1ccc(S(=O)(=O)N(C)C2CCN(C)CC2)cc1
→ -10	i
- O=S(=O)(c1cccc2cccnc12)N1CCN(Cc2ccc3c(c2)OCO3)CC1
→ -24	i
- Cc1noc(C)c1NC(=O)Nc1ccc2c(c1)C(=O)N([C@H](C)CO)C[C@H](C)[C@H](CN(C)C)O2
→ -17	.
- CCOC(=O)Cc1csc(NC(=O)CN2CCOCC2)n1
→ -11	i
- Cc1cc(C)c(C)c(S(=O)(=O)NC2CCN(Cc3ccccc3)CC2)c1C
→ -39	i
- COCC(C)N=CC1=C(O)CC(C)(C)CC1=O (configuration not stated)
→ 2	i

Part of the list above, as labelled records:
structure: COc1ccc(S(=O)(=O)Nc2ccc3c(c2)C(=O)N([C@H](C)CO)C[C@H](C)[C@@H](CN(C)C(=O)Nc2ccc(C(F)(F)F)cc2)O3)cc1
  OX1R antag: -28	CHT allo act: .
structure: COC(=O)CSC1=C(C#N)C(c2cccc(OC)c2)CC(=O)N1 (configuration not stated)
  OX1R antag: -15	CHT allo act: i
structure: Cc1ccc(S(=O)(=O)NCCN2CCOCC2)c(C)c1C
  OX1R antag: -12	CHT allo act: i
structure: CCOc1cc(/C=N/NC(=O)c2cc3c(ccc4ccccc43)o2)ccc1O
  OX1R antag: .	CHT allo act: i

Next part
Results follow in this order: OX1R antag	CHT allo act
- COc1cccc(Nc2nc(-c3sc(C)nc3C)cs2)c1
→ -18	i
- CCc1ccc(N2CC(C(=O)Nc3cc(C)on3)CC2=O)cc1 (configuration not stated)
→ -21	i
- COc1ccc(C(=O)N/N=C\C(C)=C\c2ccccc2)cc1OC
→ -9	i
- O=C(NCc1ccco1)c1cccc(C(F)(F)F)c1
→ -18	i
- CCOc1ccccc1Nc1nc(N2CCCC2)nc(N2CCOCC2)n1
→ -23	i
- CCOc1ccc(/C=N/NC(=O)c2nnn(-c3nonc3N)c2COc2ccc(F)cc2)cc1
→ -11	i
- Cc1ccc(NC(=S)NNC(=O)CSc2nc3ccccc3c(=O)n2-c2ccc(C)cc2)cc1
→ -7	i
- CC1(C)S/C(=N/N=C/c2ccco2)NC1=O
→ 9	i
- Cn1c(CN2CCCC2)nc2cc(NC(=O)Nc3ccccc3)ccc21
→ -4	i
- N/C(=N/OCc1cccc([N+](=O)[O-])c1)c1nonc1N
→ 1	i
- O=C(CSc1ccccc1Cl)c1ccco1
→ -21	i
- CCO[C@@H]1OC(C(=O)NCc2ccccc2)=C[C@H](c2ccccc2)[C@H]1CCCO
→ -26	i
- Cn1c(SCC(=O)NCc2ccc3c(c2)OCO3)nc2scc(-c3cccs3)c2c1=O
→ 0	i
- Cn1cc(C(=O)NC2CCCCCC2)c(=O)c2cc(S(=O)(=O)N3CCCC3)ccc21
→ -15	i
- CCOC(=O)N1CCN(Cc2nc(N)nc(Nc3ccc(C)cc3)n2)CC1
→ -29	i
- CSc1nc(-c2ccccc2)nc(N2CCN(C)CC2)c1C(C)=O
→ 3	i
- COc1ccc(OC)c(C2=NNC(=NCc3ccc4c(c3)OCO4)SC2)c1
→ -14	i
- COCCCNCCCCOc1ccc(Br)cc1C
→ -17	i
- CCOC(=O)Cc1c(C)nc(-c2ccccc2)[nH]c1=O
→ -18	i
- CC(C)CC(NC(=O)C(CC(C)C)NC(=O)OC(C)(C)C)C(N)=O (configuration not stated)
→ -6	i
- Oc1ccccc1C1=NCCNC(C(F)(F)F)=C1
→ 3	i
- Cc1nn(-c2ccccc2)c(C)c1C(=O)OCC(=O)N1CCN(S(=O)(=O)c2ccccc2)CC1
→ -24	i
- COC(=O)c1cc2ccsc2n1Cc1cccc(F)c1
→ -34	i
- N#Cc1ccccc1NC(=O)CN1C(=O)NC2(CCCC2)C1=O
→ 0	i
- COc1ccc(C(C)(C)C)cc1NC(=O)C1=CC=CN2CCS(=O)(=O)N=C12
→ -10	.
- Cc1noc(C)c1C(=O)OCC(=O)c1cc(C)n(Cc2ccccc2Cl)c1C
→ 49*	i
- O=C(N1CCNCC1)N1CCOCC1
→ -18	i
- CN(CC(=O)N1CCCC1)S(=O)(=O)c1cc(Cl)ccc1Cl
→ 2	i
- COc1ccc(-c2csc(NC(=O)c3ccccc3S(C)(=O)=O)n2)cc1
→ -21	i
- COc1ccc(S(=O)(=O)N(C)C)cc1NC(C)C(=O)Nc1cccc(C#N)c1 (configuration not stated)
→ -3	i

(continued)
compound | OX1R antag | CHT allo act
CN(C)c1cccc2c1C(=O)c1ccccc1C2=O | -13 | i
O=C(COC(=O)/C=C/c1ccccc1)NC(=O)NCc1ccccc1 | -1 | .
COc1cc(NC(=O)c2ccc(Br)o2)ccc1NC(=O)C(C)C | -24 | i
CCc1cc(OCCOCCN(C)C)ccc1Cl | -6 | i
COc1cc(Br)c(/C=C/c2ccc3cccc(O)c3n2)cc1OC | -10 | i
CC(C(=O)NC1CCCCC1)N1C(=O)c2cccc3cccc1c23 (configuration not stated) | . | i
CCOc1ccc(/C(O)=C2/C(=O)C(=O)N(CCCn3ccnc3)C2c2cccs2)cc1Cl (configuration not stated) | -12 | i
O=C(Nc1nnc(C2CCCCC2)s1)c1cccs1 | -22 | i
CCCCN(CCCNC(=O)C1CCCN(S(=O)(=O)CC)C1)Cc1ccccc1 (configuration not stated) | -25 | i
Cc1ccc(OCC(=O)N(Cc2ccc(N(C)C)cc2)C2CCS(=O)(=O)C2)cc1 (configuration not stated) | -17 | i
CC1=CC(C)(C)n2c(O)c(N=NC(N)=S)c3cc(C)cc1c32 | -18 | i
CCC(C)NC(=S)N1CCN(Cc2ccc3c(c2)OCO3)CC1 (configuration not stated) | -23 | i
CCOc1ccc(OCCSc2nc3ccccc3o2)cc1 | -17 | i
O=C(c1cccc(S(=O)(=O)N2CCc3ccccc32)c1)N1CCOCC1 | 0 | .
COCC1CCN(Cc2nc(-c3ccc(OC)cc3)no2)CC1 | -28 | i
Cn1cnnc1SCC(=O)Nc1cccc(S(=O)(=O)N2CCCCCC2)c1 | 4 | i
CC(=O)Oc1ccc2c(C)c(CC(=O)N3CCN(C(=O)C4COc5ccccc5O4)CC3)c(=O)oc2c1C (configuration not stated) | -13 | i
CC1(O)C(=O)c2ccccc2N(c2ccccc2)C1=O (configuration not stated) | -12 | i
COc1cc(-c2nnn(CC(=O)NC3CCS(=O)(=O)C3)n2)ccc1OCc1ccccc1 (configuration not stated) | -2 | i
O=C(NCC1CCN(Cc2ccccc2F)CC1)Nc1cc(F)ccc1F | -36 | i
COCCCn1c(C(=O)NC2CCCCC2C)cc2c(=O)n3cccc(C)c3nc21 (configuration not stated) | -24 | i
Cc1ccc(S(=O)(=O)N2CCCC(C(=O)NCCCN3CCCCC3C)C2)cc1 (configuration not stated) | -8 | i
CC(C)CCNC(=O)CN(Cc1cccs1)C(=O)CCC(=O)Nc1nccs1 | 2 | i
O=S(=O)(c1ccc(Cl)cc1)N1CCC(c2nc3ccccc3[nH]2)CC1 | -19 | i
CCC(=O)c1c[nH]c(C(=O)NCC2CCCO2)c1 (configuration not stated) | -5 | i

Molecules listed so far with a COOH group (2):
compound | OX1R antag | CHT allo act
O=C(O)C1CCC(=O)N(C2CC2)C1c1ccccc1 (configuration not stated) | -18 | i
Cc1ccc(NS(=O)(=O)c2cccc(C(=O)O)c2)cc1S(=O)(=O)N1CCCCC1 | -7 | i

The listing continues:
compound | OX1R antag | CHT allo act
COc1ccc(N(C)S(=O)(=O)c2cccc(C(=O)OC(C(=O)Nc3cc(C)cc(C)c3)c3ccccc3)c2)cc1 (configuration not stated) | 13 | i
O=C(Cn1ncc2c3ccccc3n(Cc3cccc(Cl)c3)c2c1=O)NCC1CCCO1 (configuration not stated) | -21 | i
CSc1cccc(NC(=O)CSc2ccccc2)c1 | -26 | i
O=C(CSc1nnc(-c2cccnc2)o1)NNC(=O)c1ccc(Br)cc1 | -11 | i
CCCCCN(C(=O)CCC(=O)OCc1cc(C(C)=O)ccc1OC)c1c(N)n(CCCC)c(=O)[nH]c1=O | -11 | i
O=C(Nc1cccc(F)c1)Nc1ccc2c(c1)CCC2 | -2 | i
Cc1nnc(NC(=O)CSc2cn(Cc3ccccc3)c3ccccc23)s1 | -34 | i
CC1=NN(c2ccc(C)c(C)c2)C(=O)/C1=C\C=C\c1ccc([N+](=O)[O-])o1 | 3 | i
CCOC(=O)c1cc2cc(OC)ccc2[nH]1 | -8 | i
CN(C)/C=N/c1nc2nccc(-c3ccc(Cl)cc3)n2n1 | -14 | i
CCN(C(=O)CSc1nc2ccccc2c(=O)n1C(C)COC)C1CCS(=O)(=O)C1 (configuration not stated) | -32 | i
Cc1ccc(C)c(OCC(=O)Nc2cc(C)on2)c1 | -26 | i
Cc1cnccc1NC(=O)c1cccs1 | -19 | i
CS(=O)(=O)N(CC(=O)NCCSCc1c(F)cccc1Cl)c1ccc2c(c1)OCO2 | -7 | i
COc1ccccc1N1CCN(/N=C/c2cc(OC)c(O)c(OC)c2)CC1 | -17 | i
Cc1nn(C)c(C)c1NS(=O)(=O)c1ccc(OC(F)(F)F)cc1 | -5 | i
COc1cccc(-c2nc(CS(=O)(=O)CC(=O)NCCc3ccc(C)cc3)c(C)o2)c1 | 9 | i
O=C(CN(Cc1ccco1)C(=O)Cn1nnc(-c2ccc(F)cc2)n1)NC1CCCC1 | -19 | i
COc1ccc(OC)c2[nH]c(=O)c(CCNC(=S)NC(C)(C)C)cc12 | -8 | i
Cc1ccc(C(=O)COC(=O)c2cn3ccccc3n2)cc1 | -32 | i
Cc1ccc(Cn2nnc3c(=O)n(CC(=O)N4CCN(c5ccccc5)CC4)cnc32)cc1 | -17 | i
CC(=O)/C(=N\Nc1ccccc1)Sc1nnc(-c2ccccc2)n1-c1ccccc1 | -28 | i
C=CCN(CCNP(=O)(OCC)OCC)CP(=O)(OCC)OCC | -13 | i
CCN(CC)S(=O)(=O)c1ccc(N2CCOCC2)c(C(=O)O)c1 | 3 | i
CC(C)(C)NC(=O)C[C@H]1C[C@H](C(=O)N2CCOCC2)[C@@]2(CCC3CCCC3)c3[nH]c4ccc(Cl)cc4c3CCN2C1=O | -16 | .
CCOC(=O)CCC(=O)Nc1ccccc1C(N)=O | -10 | i
CCc1ccccc1NC(=O)NNC(=O)CCc1ccccc1 | -20 | i
CC(=O)Oc1ccc(N(C(C)=O)S(=O)(=O)c2ccc(C)cc2C)c2ccccc12 | . | i
CCOc1cc(C)c(-c2onc(C(F)(F)F)c2-c2csc(C)n2)c(O)c1 | -15 | i
CCOC(=O)NC1CCS(=O)(=O)C1 (configuration not stated) | -20 | i
CCOc1ncccc1C(=O)NCC(c1ccco1)N1CCCCC1 (configuration not stated) | -4 | .
COc1ccccc1NC(=O)C(=O)N(c1cccnc1)C(C(=O)NC(C)(C)C)c1ccccc1F (configuration not stated) | -29 | i
